OPRM1-OPRD1 inv: inverse agonists of MOR-DOR heterodimerization, primary screen, cell-based, luminescence; Mu-type opioid receptor (Homo sapiens) + Delta-type opioid receptor (Homo sapiens), …; cell-based MOR-DOR heterodimer luminescence, inverse agonism; inhibition, % at 9.3 µM; 340,000 tested, 0.21% active; in the data active = inhibition above about 22%, passing the limit was not always enough;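 also: 0% = cells with DMSO and 100% = wells without cells with DMSO; values of inactives mirror those of a sister screen read the other way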
Target sequence (P35372 whole entry, looked up): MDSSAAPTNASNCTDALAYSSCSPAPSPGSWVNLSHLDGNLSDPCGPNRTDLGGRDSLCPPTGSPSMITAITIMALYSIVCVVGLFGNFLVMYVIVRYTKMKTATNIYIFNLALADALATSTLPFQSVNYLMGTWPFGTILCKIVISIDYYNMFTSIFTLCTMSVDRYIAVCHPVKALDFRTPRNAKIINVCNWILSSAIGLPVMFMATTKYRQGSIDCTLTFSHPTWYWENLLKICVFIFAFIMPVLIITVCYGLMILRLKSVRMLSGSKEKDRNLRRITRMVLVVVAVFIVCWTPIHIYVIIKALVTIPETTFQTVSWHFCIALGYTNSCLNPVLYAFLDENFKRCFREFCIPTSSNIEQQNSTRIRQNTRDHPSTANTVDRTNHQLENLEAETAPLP
Target sequence (P41143 whole entry, looked up): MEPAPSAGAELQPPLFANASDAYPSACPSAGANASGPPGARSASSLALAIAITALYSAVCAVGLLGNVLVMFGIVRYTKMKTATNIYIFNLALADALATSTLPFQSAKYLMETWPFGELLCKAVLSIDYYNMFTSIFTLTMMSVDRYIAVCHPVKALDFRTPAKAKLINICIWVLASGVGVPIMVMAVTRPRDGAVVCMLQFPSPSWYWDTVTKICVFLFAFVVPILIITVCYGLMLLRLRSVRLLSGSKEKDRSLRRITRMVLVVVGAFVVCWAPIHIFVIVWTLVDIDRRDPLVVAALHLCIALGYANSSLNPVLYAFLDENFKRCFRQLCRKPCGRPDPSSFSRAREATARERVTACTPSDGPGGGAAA
Cardiac RTF inh: cardiac RTF calcium sensitivity inhibitors, primary screen, biochemical, IANBD-TnC fluorescence, EC70 calcium; IANBD-labeled cardiac RTF, Ca2+ fluorescence; inhibition, % at 7.15 µM; 340,000 tested, 0.12% active;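 active = inhibition above the mean inhibition of all tested compounds plus 3 SD, cut at about 17% in these data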;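 also: assay run at fixed EC70 calcium of 1.6 mM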
cardiac RTF act: cardiac RTF calcium sensitivity activators, primary screen, biochemical, IANBD-TnC fluorescence, EC20 calcium; Troponin I, cardiac muscle (Homo sapiens) + Troponin T, cardiac muscle (Homo sapiens) + …; IANBD-labeled TnC RTF fluorescence at EC20 calcium; 0% EC20 calcium, 100% full calcium; activation, % at 7.2 µM; 340,000 tested, 0.24% active;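 active = activation above the mean over all tested compounds plus 3 SD, cut at about 30% in these data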;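 also: rise in fluorescence read as greater calcium sensitivity of cardiac thin filaments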
V-ATPase pH: regulators of yeast V-ATPase proton pumping, primary screen, pHLuorin cytosolic pH fluorescence; S. cerevisiae; response, % at 10 µM; AID 504577, 2011; 350,000 tested, 0.37% active; in the data active = response mostly above about 7.3%, no sharp cut-off; inactive = mostly below about 5.4%; also: actives read high; inactives centre near 0; some compounds called inactive have numbers as strong as hits; reference of the scale not given here
C-LANA FP: inhibitors of KSHV C-LANA binding to DNA, primary screen, biochemical, fluorescence polarization, FAM-LBS DNA, MBP-C-LANA, single point. Kaposi's sarcoma herpesvirus LANA C-terminal domain (residues 932-1162) DNA binding. inhibition, % at 9 µM. 340,000 tested, 0.078% active;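 active = highest replicate inhibition at or above 60% at 9 µM, even if other replicates fall short; inactive = all replicates below 60% inhibition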;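 also: 0% = neutral control wells and 100% = 4 µM acridine orange control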
Keap1-Nrf2 PPI: Keap1-Nrf2 protein-protein interaction inhibitors, primary screen, biochemical, fluorescence polarization, single point; Kelch-like ECH-associated protein 1 (Homo sapiens), Q14145; Keap1 Kelch-Nrf2 peptide fluorescence polarization, 1536-well; inhibition, % at 9.4 µM; 340,000 tested, 0.15% active; AID 504523, 2011; in the data active = inhibition above about 12%; inconclusive = no clear call, values can overlap the other calls; inactive = below about 7.3%;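 also: human Keap1 Kelch domain with fluorescein labeled Nrf2 9mer peptide probe; 0% = neutral control wells and 100% = peptide positive control; higher means more block of Keap1 binding to Nrf2 peptide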
DSG3 Ab inh: inhibitors of pemphigus antibody binding to DSG3, primary screen, biochemical, bead-based, flow cytometry, scFv-GFP; Desmoglein-3 (Homo sapiens), P32926; DSG3-coupled beads, scFv-anti-DSG3-GFP binding; active compounds read low; binding (percent of control), % at 10 µM; 310,000 tested, 0.48% active; AID 588358, 2011;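 active = binding more than 3 SD below its plate's average and above zero; inconclusive = below that plate limit but binding exactly zero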;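 also: hits lower antibody fragment binding to DSG3; some compounds called inactive have numbers as strong as hits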
Arrestin-AP2 inh: inhibitors of beta-arrestin/AP2 binding, primary screen, biochemical, GPCR trafficking, flow cytometry. AID 504490, 2011. FITC-arrestin peptide / GST-AP2 beads; AP2 beta2 appendage carries R879A mutation. 340,000 tested, 0.31% active. inhibition, % at 10 µM;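 active = inhibition above a set limit, near 3 SD of compounds lacking own fluorescence, cut at about 54% in these data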;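 also: plate controls were DMSO wells for no effect and 5 µM unlabelled arrestin peptide for full effect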
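Measured by: flow cytometry, FL1 (488/535 nm); Material: AP2 appendage R879A on GSH beads; Evaluation: percent response; Timing: pre-incubation 12 min, peptide binding 1 h, room temperature; Also added: 50 nM FITC-arrestin peptide; Medium: PBS with 0.05% Tween 20 and 0.1% BSA.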
Wnt bcat act: Wnt/beta-catenin pathway activators, primary screen, cell-based, plate reader, single point | activation, % at 9.35 µM | Wnt/beta-catenin reporter cell assay, activator | 300,000 tested, 1.2% active; in the data active = activation above about 30%, passing the limit was not always enough; inconclusive = no clear call, values can overlap the other calls;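 also: 0% = neutral control wells and 100% = positive control wells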
MOR-DOR ag: agonists of OPRM1-OPRD1 heterodimerization, primary screen, cell-based, luminescence; Mu-type opioid receptor (Homo sapiens) + Delta-type opioid receptor (Homo sapiens), …; cells; activation, % at 9.3 µM; 340,000 tested, 0.3% active; AID 504326, 2011; in the data active = activation above about 18%;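 also: 0% = vehicle-treated cells and 100% = reference agonist; values of inactives mirror those of a sister screen read the other way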
An asterisk follows results filed as active; ? = inconclusive; / = not tested or not shown.

SMILES | OPRM1-OPRD1 inv | Cardiac RTF inh | cardiac RTF act | V-ATPase pH | C-LANA FP | Keap1-Nrf2 PPI | DSG3 Ab inh | Arrestin-AP2 inh | Wnt bcat act | MOR-DOR ag
CCN(C[C@H]1N[C@@](Cc2ccccc2)(C(=O)OC)[C@H]2C(=O)N(Cc3ccccc3)C(=O)[C@@H]12)C(=O)Nc1ccc(F)cc1 | 10.9 | -3.4 | 2.9 | 2.2 | -1.9 | -5.3 | 88.7 | -14.2 | -1.8 | -2.3
O=C(CC12CC3CC(CC(C3)C1)C2)NCc1ccccc1 | -2.8 | -4.6 | 1.5 | 2.6 | -1.9 | -4.9 | 99.3 | 12.9 | -2.3 | 0.6
CCc1ccc(/C=N\NC(=O)c2ccc(Br)o2)s1 | -2.7 | -17.7 | -1.3 | -0.2 | -1.0 | -1.4 | 93.8 | 8.1 | / | 0.5
O=C(Nc1ccc(N2CCOCC2)cc1)Nc1ccc2nc(-c3ccco3)c(-c3ccco3)nc2c1 | -6.6 | -6.2 | -0.9 | 2.9 | 0.8 | 3.0 | 102.1 | 25.1 | / | 1.3
CCN(CC)C(CNC(=O)c1cc(=O)[nH]c2ccccc12)c1ccccc1Cl (centres undefined) | 8.3 | -17.6 | -5.3 | 4.4 | -0.1 | -3.2 | / | -4.2 | -1.3 | -1.3
Cc1ccc(NS(=O)(=O)c2ccc3c(c2)oc(=O)n3C)cc1F | 8.4 | -2.5 | -0.4 | -4.3 | -0.5 | 2.2 | 105.3 | 23.6 | -0.4 | -1.4
CCc1cccc2c(C(=S)N3CCOCC3)c[nH]c12 | -5.0 | -11.0 | -0.8 | -0.8 | 0.0 | -1.6 | 107.0 | 12.0 | -1.9 | 0.7
CCN(C(=O)COC(=O)c1c(C)noc1C)C1CCS(=O)(=O)C1 (centres undefined) | 16.5 | -6.9 | -1.9 | -1.6 | -0.9 | -4.4 | 99.3 | -14.4 | -1.1 | -2.9
CCc1c(C)nc2cc(-c3cccs3)[nH]n2c1=O | 12.9 | -11.8 | 13.5 | -0.9 | 0.8 | 3.7 | 108.6 | 7.0 | / | -2.6
COCCCNC(=S)N(CCCO)Cc1cc2cc3c(cc2[nH]c1=O)OCCO3 | -0.3 | -5.2 | 1.5 | -1.3 | 1.2 | 4.5 | 113.3 | 0.1 | 1.2 | 0.1
Cc1nc(/C(N)=N/OC(=O)c2cccc(Cl)c2)c(C(F)(F)F)o1 | 10.1 | -2.2 | -5.0 | -0.5 | -0.1 | -2.1 | 111.3 | -12.7 | 4.4 | -2.0
CC(NC(=O)[C@H](C)NC(=O)C1CC(=O)N(c2ccc3c(c2)OCO3)C1)c1ccccc1 (some centres undefined) | 11.5 | -9.0 | 4.5 | -3.0 | -0.6 | -0.3 | 99.6 | 26.9 | -3.7 | -2.3
CN(C)C=NC(=O)c1cn(-c2ccc(F)cc2)c(=O)c2ccccc12 | 2.9 | -6.1 | 3.2 | -0.1 | 0.1 | -3.7 | 100.3 | 0.2 | 0.1 | -0.6
Cn1c(NC(=O)CC2CCCCC2)cc(=O)n(C)c1=O | -2.8 | -14.7 | 0.2 | -4.0 | 0.6 | -0.7 | 98.6 | -3.0 | -2.2 | 0.5
CC(C)C1CC(C(F)(F)F)n2nc(C(=O)O)cc2N1 (centres undefined) | 12.9 | 2.6 | 1.1 | -1.2 | 0.3 | -2.7 | 98.5 | 3.9 | -1.0 | -2.5

In the list so far, two contain a thiophene ring, fused or not:
SMILES | OPRM1-OPRD1 inv | Cardiac RTF inh | cardiac RTF act | V-ATPase pH | C-LANA FP | Keap1-Nrf2 PPI | DSG3 Ab inh | Arrestin-AP2 inh | Wnt bcat act | MOR-DOR ag
CCc1ccc(/C=N\NC(=O)c2ccc(Br)o2)s1 | -2.7 | -17.7 | -1.3 | -0.2 | -1.0 | -1.4 | 93.8 | 8.1 | / | 0.5
CCc1c(C)nc2cc(-c3cccs3)[nH]n2c1=O | 12.9 | -11.8 | 13.5 | -0.9 | 0.8 | 3.7 | 108.6 | 7.0 | / | -2.6

Next part
SMILES | OPRM1-OPRD1 inv | Cardiac RTF inh | cardiac RTF act | V-ATPase pH | C-LANA FP | Keap1-Nrf2 PPI | DSG3 Ab inh | Arrestin-AP2 inh | Wnt bcat act | MOR-DOR ag
COC(=O)C1=C(O)/C(=C\c2ccc(CNC(=O)C(=O)Nc3ccc(C)c(C)c3)o2)N=C1C | -9.1 | -0.6 | -3.8 | 0.9 | 1.2 | -1.2 | 95.4 | 5.2 | / | 2.0
CCc1ccc(C(=O)C(C)OC(=O)C2COc3ccccc3O2)cc1 (centres undefined) | 1.3 | 0.4 | 4.1 | -3.8 | -1.7 | -1.0 | 113.9 | -2.9 | / | -0.2
O=C(NCCc1ccccc1F)C1CCC(=O)N(Cc2ccccc2F)C1 (centres undefined) | 3.2 | -8.7 | 1.9 | 2.0 | -0.2 | -1.5 | / | 28.6 | 2.7 | -0.6
Cc1cc(Br)ccc1NC(=O)CN(C)C(=O)c1ccc(-n2cncn2)c([N+](=O)[O-])c1 | -17.9 | -2.8 | -1.9 | 3.2 | 27.7 | -3.8 | / | 7.5 | -3.4 | 4.3
Cc1ccccc1C(OCC(O)CN1CCN(CCO)CC1)c1ccccc1 (centres undefined) | -1.2 | 0.8 | -9.1 | 2.9 | -1.0 | 1.1 | 104.4 | 7.8 | -5.3 | 0.3
COCCn1c(C)cc(C(=O)CN2C(=O)NC3(CCCCCC3)C2=O)c1C | 5.5 | -6.8 | 1.1 | -4.0 | 0.1 | -0.9 | 102.2 | -0.5 | ? | -1.4
O=C(CC1CCCC1)Nc1cc(C(F)(F)F)ccc1-n1cncn1 | 10.2 | -5.7 | -1.3 | -2.5 | 1.1 | -5.3 | / | -6.0 | -3.7 | -2.5
CS(=O)(=O)N1Cc2ccccc2CC1C(=O)O (centres undefined) | 4.4 | -3.7 | 4.7 | 0.1 | -0.9 | 2.2 | / | 5.5 | -0.1 | -1.0
COCCNC(=O)CCC1CCN(Cc2cccc(-c3ccc(C)o3)c2)CC1 | 5.4 | -11.4 | -2.1 | 1.4 | -1.3 | -7.5 | 110.1 | 8.5 | -1.0 | -1.2
O=C(NC1CCCCCC1)c1cccnc1Sc1ccccc1 | 9.3 | -6.2 | -9.6 | -3.4 | 0.5 | -0.2 | / | -5.7 | -0.3 | -1.9
CC(=O)n1cc([C@H]2C=C(C(=O)Nc3ccccc3)O[C@@H](OCc3ccc(CO)cc3)C2)c2ccccc21 | -16.5 | -17.6 | 10.9 | 7.5 | 3.5 | -7.1 | 106.2 | -7.0 | / | 3.1
Cc1cc(C)c2nc(SCC(=O)Nc3cc(C)on3)c(C)cc2c1 | 1.5 | -13.8 | -6.2 | 1.3 | -0.2 | 2.9 | / | 22.3 | -1.6 | -0.2
CNC(=O)NCCN1CCCC1=O | 11.0 | -9.0 | 7.7 | 0.2 | -0.4 | -3.5 | 107.0 | 3.2 | / | -2.0
COC(=O)c1ccccc1NC(=O)COC(=O)[C@H](C)NC(N)=O | 1.9 | -4.2 | -1.2 | -1.9 | 0.2 | -6.5 | 97.9 | 2.1 | 1.8 | -0.4
COc1cc(/C=N/NC(=O)CNC(=O)c2ccco2)ccc1O | 20.3 | -8.1 | -1.6 | -1.1 | -1.8 | 1.0 | 105.9 | -0.6 | -0.8 | -3.9
CC(O)CNCCCOc1ccc(Cl)cc1C(C)(C)C (centres undefined) | -12.4 | -5.1 | 12.3 | 0.2 | 0.5 | -2.7 | 117.1 | 5.0 | -2.2 | 2.7
Cc1cccc(C)c1NC(=S)N(CCN(C)C)C(C)c1ccccn1 (centres undefined) | 5.6 | 5.9 | -4.9 | 0.8 | -0.6 | 10.7 | 96.7 | 40.6 | 1.2 | -1.1
CN(C)c1ccccc1-c1csc(N2CCC(C(N)=O)CC2)n1 | 9.9 | 0.1 | -2.8 | -0.9 | -0.4 | -5.4 | 168.1 | -1.5 | 16.9 | -1.6
COC1=CC(=O)C(C2CC(=O)c3c(O)cc(O)cc3O2)=CC1=O (centres undefined) | -50.4 | -10.4 | 0.4 | 10.1 | 1.7 | -2.2 | 89.9 | 24.7 | -1.4 | 11.5
Nc1nc(C(F)(F)F)c(Br)c(=O)n1N | 2.9 | -2.3 | 5.2 | 0.1 | 2.7 | 1.9 | 97.8 | 8.9 | -1.2 | -0.5
CCOC(=O)CN(C(=O)COC(=O)C1(c2ccccc2)CC1)c1ccc(F)cc1 | -17.4 | -4.3 | -2.4 | -3.7 | 0.8 | -1.5 | 99.4 | 52.3 | -4.1 | 2.6
CCOC(=O)N1CCC(N2C(=O)c3ccccc3C2Nc2ccc3c(c2)OCCO3)CC1 (centres undefined) | 4.3 | -5.3 | 2.7 | -1.0 | -0.9 | 2.1 | 104.8 | 0.2 | -11.0 | -0.8
COC(=O)C1=C(C)OC(N)=C(C#N)C1c1ccccc1 (centres undefined) | 9.7 | 1.2 | -0.9 | 1.0 | -0.2 | 2.0 | / | -3.1 | -0.8 | -1.6
CC(C)(C)n1nnnc1C(c1cccs1)N1CCCC2(CCCCC2)C1 (centres undefined) | 12.3 | -1.1 | -1.5 | 1.7 | 0.3 | -0.8 | 85.5 | 12.7 | -0.8 | -2.2
CCc1nc2sc3c(O)cc(=O)[nH]c3c2cc1C | 19.6 | -6.2 | 2.3 | 1.3 | -1.1 | -7.7 | 102.6 | 1.9 | -0.5 | -4.0
Cc1ccc(-c2cc(C(=O)N3CCOCC3)c3ccccc3n2)cc1 | 0.7 | -3.9 | 2.4 | -4.7 | 3.0 | 3.2 | 90.3 | -0.8 | 0.8 | -0.1

Molecules listed so far that have an aryl thioether with sulfur outside any ring:
SMILES | OPRM1-OPRD1 inv | Cardiac RTF inh | cardiac RTF act | V-ATPase pH | C-LANA FP | Keap1-Nrf2 PPI | DSG3 Ab inh | Arrestin-AP2 inh | Wnt bcat act | MOR-DOR ag
O=C(NC1CCCCCC1)c1cccnc1Sc1ccccc1 | 9.3 | -6.2 | -9.6 | -3.4 | 0.5 | -0.2 | / | -5.7 | -0.3 | -1.9
Cc1cc(C)c2nc(SCC(=O)Nc3cc(C)on3)c(C)cc2c1 | 1.5 | -13.8 | -6.2 | 1.3 | -0.2 | 2.9 | / | 22.3 | -1.6 | -0.2

Screens: PubChem BioAssay, several laboratories
